p53ts 39C tox: cytotoxicity in p53ts cells at nonpermissive temperature; H1299-p53A138V viability at 39C, ATP luminescence, 24 h; Potency, µM (highest dose often 46.1 µM), inactives show at the highest dose activity change, negative = cell killing, actives largely listed as cytotoxic; 1.5% of 130,000 active; also: nearly all actives have a fitted effect of over 55% in size
Peg3 imprint: genomic imprint erasure induction | mouse ES Peg3-LacZ reporter, beta-gal luminescence, 40 h | Potency, µM (highest dose often 60.7 µM), for inactives: at the top dose activity change, positive = activation, hits mostly activators | 0.02% of 110,000 active;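 also: 0% = negative control wells on the plate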
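Imprint erasure is scored as LacZ activity from the silenced maternal Peg3 allele in feeder-free female ES cells cultured 40 h with LIF. Luminescence is normalized to in-plate negative controls and fitted to the Hill equation.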
p53ts 32C kill: cytotoxicity in p53ts cells at permissive temperature | H1299-p53A138V at 32C, ATP luminescence viability, 24 h | Potency, µM (series often up to 46.1 µM), without a hit: top-dose activity change, negative = cytotoxicity, hits mostly cytotoxic | 0.93% of 130,000 active;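 also: 0% = DMSO and -100% = full killing by reference compound; nearly all actives have a fitted effect of over 55% in size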
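Cells: H1299 p53ts (A138V), 600/well, pre-incubated 16–30 h at 37C. Cpd up to 46 uM, 24 h, 32C. Readout: ATPlite luminescence, 20 min RT. Normalization: DMSO vs tamoxifen 100 uM. AC50 by Hill equation.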
IkB sig inh: inhibitors of IkB signaling in ABC-DLBCL cells; 0.04% of 110,000 active; ABC-DLBCL IkBa-CBG/CBR dual luciferase ratio, 4 h; response scale: scaled: untreated 0%, proteasome inhibitor 100%; Potency, µM (top dose mostly 57.1 µM), for inactives: at the highest dose IkBa stabilization activation; active = well fitted curve in the direction sought with a large enough effect in the signal ratio, not every such curve was filed as active; inconclusive = small, poorly fitted or top-dose-only effect, or a change in a side signal; the % refers to the signal ratio;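 also: the direction sought is a rising ratio; 0% = basal untreated cells and 100% = reference inhibitor full response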
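Luminescence ratio of IκBα-fused green versus native red beetle luciferase in OCI-Ly3 cells, 4 h post-doxycycline with compound; red signal alone, scaled from basal (0%) to zero light (-100%), flagged nonspecific or cytotoxic effects.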
Starred values were filed as active, the others as inactive; u = inconclusive; x = no result given; & = joins results of further samples; [ ] = dose if it differs, or a comment. Unless noted, calls follow the shape of the dose curve; as a rule, active = well fitted curve in the direction sought with a large enough effect; inconclusive = small, poorly fitted or top-dose-only effect, or another doubt; inactive = no such curve, though single readings can be large; an effect the other way counts as inactive or inconclusive. Unless noted, % is scaled to controls: 0 for no effect and ±100 for the full control effect; potency is read from the fitted curve at half-maximal effect.

| Compound | IkB sig inh | Peg3 imprint | p53ts 39C tox | p53ts 32C kill |
| --- | --- | --- | --- | --- |
| Cc1noc(C)c1C(=O)Nc1cccnc1 | 4.0% | -12% | 5% | 10% |
| COc1ccc(-c2c3c(nc4sc(C(=O)Nc5ccccc5F)c(N)c24)CC(C)(C)CC3=O)cc1 | u | -17%[10.9 µM] | -14% | 0% |
| O=C1C2CCCN2C(c2ccccc2F)N1c1ccc(Cl)cc1 (stereo not drawn) | -0.5% | -31%[inhibitor] | -14% | 0% |
| Cn1cc(S(=O)(=O)N2CCCCC2)cc1C(=O)Nc1ccc(OC(F)(F)F)cc1 | -1.4% | -11%[10.9 µM] | -15% | -9% |
| COc1ccc(CN2C(=O)C3C4C=CC(C4)C3C2=O)cc1 (stereo not drawn) | 0.0% | -7% | 5% | 3% |
| COc1ccc(S(=O)(=O)N2CCCC(C(=O)O)C2)cc1 (stereo not drawn) | -1.7% | 17% | 7% | 2% |
| O=S(=O)(NCCSc1nnc(-c2ccco2)n1-c1ccccc1)c1ccccc1 | -0.3% | -21% | -24% | 1% |
| CCOc1cc(C2C(C#N)=C(N)OC3CCCC(=O)C32)ccc1OCCN1CCOCC1 (stereo not drawn) | 2.6% | -11% | 7% | 2% |
| COc1cc(CN2CCC(C(=O)N3CCN(c4ccccc4F)CC3)CC2)cc(OC)c1O | 3.2% | -19% | 0% | -14% |
| COc1ccc(-c2cc([C@H](O)[C@@H]3CCCCN3)c3ccccc3n2)cc1 | 4.6%[11.4 µM] | x | -18%[9.22 µM] | -2%[9.22 µM] |
| CC(=O)N1CCC(N(CCCOC(C)C)C(=O)Nc2ccc(C)c(C)c2)CC1 | 1.5% | -12%[10.9 µM] | -22% | 4% |
| CN(C)CCCN1C(=O)c2oc3ccc(F)cc3c(=O)c2C1c1cccnc1 (stereo not drawn) | -0.5% | -13% | 2% | 6% |
| Cn1cc(C(=O)NCCc2ccc(Cl)cc2)c(=O)c2cc(S(=O)(=O)N3CCCCC3)ccc21 | 1.3% | -8%[10.9 µM] | 2% | 6% |
| CC(C)NC(=O)CSc1nncn1-c1ccccc1 | 0.5% | -6% | -8% | 6% |
| COc1cccc(NC(=O)CSc2nc3c([nH]c4ccccc43)c(=O)n2-c2cccc(Cl)c2)c1 | u | 19%[10.9 µM] | -6% | 6% |
| CCOc1ccc(C(c2c(O)cc(C)n(Cc3ccco3)c2=O)N2CCCCC2)cc1 (stereo not drawn) | u | 10%[10.9 µM] | -2% | 17% |
| CC1=CC(C)(C)Nc2ccccc21 | 4.5%&1.8% | -7%&-7% | -6%&-2% | 1%&-18%[1.84 µM] |
| CCOC(=O)c1cc2c(=O)n3ccccc3nc2n(C(C)C)c1=NC(=O)c1c(-c2c(F)cccc2Cl)noc1C | -2.0% | -48%[inhibitor][10.9 µM] | -1% | 3% |
| Cc1cc2nn(-c3ccc(F)cc3)nc2cc1NC(=O)c1ccc(C(C)(C)C)cc1 | 0.9% | -8%[10.9 µM] | u | -12% |
| COC(=O)NC(/C(C(=O)OC)=C(\C)NCc1ccccc1)c1ccco1 (stereo not drawn) | x | x | 4%[9.22 µM] | -1%[9.22 µM] |
| CCc1nnc(NC(=O)CCC(=O)N2CCN(Cc3cc(Cl)ccc3OC)CC2)s1 | 2.0% | 6% | 3% | -4% |
| Cc1cccc(NC(=O)Cn2c(=O)n(C)c3ccccc32)c1 | 1.4% | -8% | 13% | 3% |
| Cc1cccc(C(=O)Nc2cc3nn(-c4ccc(C(C)C)cc4)nc3cc2C)c1 | -1.0% | -19%[10.9 µM] | -18% | -17% |
| Cc1occc1C(=O)N1CCN(C(=O)C2CCCO2)CC1 (stereo not drawn) | x | x | 5% | 1% |
| Cc1c(C(=O)OCC2CCCO2)[nH]c2c1C(=O)CC(c1ccco1)C2 (stereo not drawn) | -1.6% | -19% | 19% | -8% |
| CCC(=O)Nc1ccc2nc(SCc3ccc(C)cc3)sc2c1 | 0.3% | -10%[10.9 µM] | -8% | 1% |
| O=C(CCSc1nnc(-c2ccncc2)o1)Nc1cccc2ccccc12 | x | x | -8% | -2% |
| CC(=O)N1CCc2c(sc3c2c(=O)n(Cc2ccccc2)c(=O)n3Cc2ccccc2Cl)C1 | u | -13%[10.9 µM] | u | 10% |
| COc1ccc2c(c1)c(C(O)CN1CCC3(CC1)OCCO3)c(C)n2C (stereo not drawn) | 2.7% | -29% | -7% | -4% |
| CCCOc1ccc(NCC(=O)Nc2ccc(C)cc2C)cc1 | x | x | -17% | 3% |
| CCCN=Cc1sc2ccc(OCC)cc2c1O | 2.6% | -20% | -21% | u |
| Cc1ccc(N/N=C/c2ccc3c(c2)OCCO3)cc1Cl | x | x | -11% | -14% |
| O=c1c(-c2ccc(F)cc2)nc2cnc(Oc3cccc(Cl)c3)nc2n1C1CC1 | 0.1%[11.4 µM] | -3% | -14% | -9% |
| O=C(Nc1ccc(S(=O)(=O)N2CCCCCC2)cc1)c1cc(=O)c2ccccc2o1 | -1.5% | -5%[10.9 µM] | -7% | -2% |
| O=c1[nH]c2ccc(Cl)cc2c(-c2ccccc2)c1N1CCN(c2ccccn2)CC1 | 0.0% | -2% | 14% | 11% |
| Cc1nn(CCC(=O)Nc2ccc(Cl)cc2)c(C)c1S(=O)(=O)N1CCCCC1 | u | -10%[10.9 µM] | -17% | 4% |
| CCN1CCN(CCCNC(=O)c2cnn(-c3ccc(C)cc3)c2C2CCN(C(=O)OC(C)(C)C)CC2)CC1 | u | 5%[10.9 µM] | 15% | 6% |
| NC1=NC(=O)CC(C(=O)NCc2ccccc2)S1 (stereo not drawn) | 0.0% | u | 11% | -5% |
| COc1ccc(OC)c(NC(=O)N2CC(C)Oc3ccc(C)cc32)c1 (stereo not drawn) | -0.7% | -9%[10.9 µM] | u | 2% |
| COc1ccccc1C(=O)OCc1cc(=O)n2nc(-c3cccs3)sc2n1 | 1.6% | -11%[10.9 µM] | 2% | -2% |
| O=C(Nc1ccc2nc(-c3ccco3)c(-c3ccco3)nc2c1)N1CCCCCC1 | 16% | 1% | -8% | -9% |
| COc1ccc(-c2nc(CN3CCC(C(=O)N4CCc5ccccc54)CC3)c(C)o2)cc1OC | 2.1% | -21% | -4% | -1% |
| CCn1cc(CNC(=O)c2cc(-c3ccc(C)cc3)nc3ccc(Br)cc23)c(C)n1 | -0.1% | -12%[10.9 µM] | -19% | -12% |
| Cc1ccc(NS(=O)(=O)c2cccc(C(=O)n3ncc(C#N)c3N)c2)c(C)c1 | -1.1% | -19% | -6% | -1% |
| CCCn1c(C)nc2c(N3CCOCC3)nc(C)nc21 | x | -1% | -9% | -7% |
| Cc1ccccc1OCC(=O)Nc1ccc2nc(SCCOc3ccccc3)sc2c1 | 1.1% | -6%[10.9 µM] | 7% | -26% |
| Cc1cccc(Cn2c(SCc3ccc(C(=O)NCCc4ccccc4)cc3)nc3ccncc32)c1 | u | -18%[10.9 µM] | -6% | 6% |
| COC(=O)C1=C(N)OC2=C(C(=O)CC(C)(C)C2)C1c1cccnc1 (stereo not drawn) | 0.6% | 5% | -10% | -3% |
| Cc1ccccc1OCCSc1nc(C)c(Cc2ccccc2)c(=O)[nH]1 | -0.2% | -10%[10.9 µM] | -19% | -9% |
| COc1ccc2nc(C)cc(Nc3ccc(Cl)c(Cl)c3)c2c1 | u | -13%[10.9 µM] | 13µM* | u |

(list continues)
| Compound | IkB sig inh | Peg3 imprint | p53ts 39C tox | p53ts 32C kill |
| --- | --- | --- | --- | --- |
| O=C(NCc1cccc(Cl)c1)C(=O)Nc1ccc2nc3n(c(=O)c2c1)CCCCC3 | 0.6% | -10%[10.9 µM] | -22% | -5% |
| CCOC(=O)c1c(C)[nH]c(C(=O)CSc2nnnn2-c2ccccc2)c1C | 0.8% | -1% | -2% | -1% |
| O=C(Nc1ccc2c(c1)OCO2)c1cccc(Cl)c1 | u | -84%[inhibitor] | u | u |
| Clc1ccc(-n2nnnc2-c2ccccc2)cc1Cl | 1.0% | 0% | 4% | -10% |
| c1coc(CN(Cc2cccs2)Cc2nnnn2C2CCCCC2)c1 | u | -9% | -3% | 18% |
| COc1cccc(C(=O)Nc2ccccc2C(=O)OCc2cc(=O)n3c(C)csc3n2)c1 | 3.7% | -6%[10.9 µM] | -5% | -4% |
| CCOc1ccccc1NC(=O)C1CCN(S(=O)(=O)c2ccc3[nH]c4c(c3c2)CCCCC4)CC1 | 0.2% | -20%[10.9 µM] | 0% | 8% |
| CCc1c(C)nc2nncn2c1NCc1ccc(OC)cc1 | -3.1% | -14%[10.9 µM] | -24% | -1% |
| CC12CN3CC(C)(CN(C1)C3c1ccc3c(c1)OCO3)C2=O (stereo not drawn) | -0.1% | -2% | 1% | 4% |
| COc1ccc2c(c1)N(C)C(=O)CC(c1ccccc1)=N2 | -4.2% | -21% | 16% | 6% |
| Cc1ccc(-n2c(SCC(=O)N3CCc4ccccc43)nc3c([nH]c4ccccc43)c2=O)cc1 | -1.5% | 7%[10.9 µM] | -8% | 3% |
| CC(NC(=O)C1CCN(S(=O)(=O)N2CCCCCC2)CC1)c1ccccc1 (stereo not drawn) | 0.2% | -14% | 3% | 7% |
| Nc1nc(SCc2nc3scc(-c4cccs4)c3c(=O)[nH]2)n[nH]1 | 1.5% | 1% | -6% | -1% |
| CCOc1ncccc1C(=O)OCC(=O)N1CCN(S(=O)(=O)c2ccc(Cl)cc2)CC1 | -0.4% | 1% | -3% | 0% |
| O=C(Cn1nc2c(cc1=O)CCCC2)Nc1ccc(F)cc1F | 0.8% | u | u | 23% |
| CC(=O)Nc1ccc(OCC(O)CN2CCN(c3cccc(Cl)c3)CC2)cc1 (stereo not drawn) | 5.4% | -15% | -3% | 9% |
| Cc1ccc(NC(=O)CNc2ccc(OC(C)C)cc2)c(C)c1 | x | x | 9% | -13% |
| c1ccc(Cc2nnc3sc(-c4cccnc4)nn23)cc1 | 1.4% | -5% | -7% | 10% |
| CCn1c(COc2ccccc2C)nnc1SCC(=O)O | 1.4% | 10% | 4% | -14% |
| Cc1cc2oc(C(=O)NCc3ccc4c(c3)OCO4)c(C)c2cc1C | 7.3% | -4% | 2% | -14% |
| CS(=O)(=O)N1CCN(C(=O)CCC2CCCC2)CC1 | 1.4% | 18% | 9% | 1% |
| CCOC(=O)c1cc(C)n(CCc2ccccc2)c1C | -0.5% | -10% | -13% | 3% |
| CCn1c(CN2CCC(C)CC2)nc2cc(NC(=O)c3cccc([N+](=O)[O-])c3)ccc21 | u | -15%[10.9 µM] | 15% | -8% |
| Cc1ccc2c(c1)-c1onc(C(=O)N(C)c3ccc(F)cc3)c1CO2 | -2.5% | -8%[10.9 µM] | u | 4% |
| Cc1ccc(-n2c(=O)c3ccc(C(=O)NCc4ccccc4Cl)cc3n(CC(=O)Nc3ccc(C)cc3C)c2=O)cc1 | u | -5%[10.9 µM] | u | u |
| Cc1nc2scc(C)n2c(=O)c1S(=O)(=O)Nc1ccc(N2CCOCC2)c(Cl)c1 | 7.2% | -20%[10.9 µM] | -9% | 4% |
| Cc1ccc(S(=O)(=O)NCc2nc3ccccc3c(=O)n2N)cc1 | 1.3% | -1% | 5% | -3% |
| Cn1c(=O)c2c(nc(NCCCO)n2Cc2cccc(Br)c2)n(C)c1=O | u | -25% | 8% | -8% |
| CC1(C)Cc2c(sc3nc(SCC(=O)O)[nH]c(=O)c23)CO1 | 2.2% | -11% | 2% | -6% |
| COc1cccc(Cn2c(=O)c(-c3cn(C)c4ccccc34)nc3cnc(N4CCNCC4)nc32)c1 | 1.6%[11.4 µM] | -57%[inhibitor] | -18% | -10% |
| CCC(=O)/C=C1/Sc2ccccc2N1CC | x | x | 8% | -12% |
| CC(=O)c1c(COC(=O)c2ccncc2)nc2ccccc2[n+]1[O-] | 0.6% | -3% | 11% | 6% |

Complete entries as entered above. Order of values: IkB sig inh	Peg3 imprint	p53ts 39C tox	p53ts 32C kill
Results for CC(=O)c1c(COC(=O)c2ccncc2)nc2ccccc2[n+]1[O-] : 0.6%	-3%	11%	6%
Results for COc1cccc(Cn2c(=O)c(-c3cn(C)c4ccccc34)nc3cnc(N4CCNCC4)nc32)c1 : 1.6%[11.4 µM]	-57%[inhibitor]	-18%	-10%

Screening results from PubChem.

Not a hit list. About 1.7% of those tested had a hit in this group.
